Bioassay records (PubChem BioAssay)
Bcl-B Bim block: inhibitors of Bim-Bcl-B interaction, human; Q9HD36; bead-based flow cytometry, Bim peptide-Bcl-B binding; 190,000 tested, 0.073% active; inhibition, % at 10 µM;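 note: 0% = tracer peptide without compound and 100% = reference inhibitor peptide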
Bim-Bfl-1: disrupts Bim binding to human Bfl-1. inhibition, % at 10 µM. AID 1008. 190,000 tested, 0.12% active. Q16548. Bead-based flow cytometry, Bim-Bfl-1 binding inhibition;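 note: 0% = wells without compound plus tracer and 100% = blocker peptide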
Mcl1 Bid PPI: Mcl-1/Bid interaction inhibition. TR-FRET Mcl-1/Bid-Dy647 peptide binding, 1536-well. inhibition, % at 21.7 µM. 220,000 tested, 0.97% active. AID 1021;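 active = compounds that cut the binding signal by more than half at the single screening dose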;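 note: His-tagged Mcl-1 with europium anti-His antibody binding Bid BH3 peptide; 0% = Mcl-1 plus peptide wells and 100% = peptide-only wells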
Mcl-1 Bim block: human Bim-Mcl-1 interaction inhibition | Bead-based flow cytometry, Bim peptide-Mcl-1 binding | inhibition, % at 10 µM | 190,000 tested, 0.1% active | AID 1009;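 note: 0% = no compound tracer wells and 100% = peptide blocker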
GSH fluor: GSH bead compound fluorescence profile | GSH beads flow cytometry, compound fluorescence 488/530 nm; active compounds read high | fluorescence (KMESF) at 10 µM | 190,000 tested, 0.25% active | AID 1776; in the data active = fluorescence above about 89;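 note: glutathione beads carrying GST-tagged Bcl family fusion proteins plus one bare bead set; values are compound well signal with DMSO vehicle wells as background; inactives centre near 16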
RGS4-Gao reg: human RGS4-Galphao interaction regulation; P09471; Multiplexed bead flow cytometry, RGS4-Galphao binding; actives lie on both sides; binding response (% of control), % at 10 µM; 220,000 tested, 0.33% active; AID 1415; in the data active = binding response below about 49% or above about 150%; inactive = in between;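 note: fluorescent Galphao activated with aluminum fluoride binding bead-coupled RGS4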
Target sequence (P09471 whole entry, looked up): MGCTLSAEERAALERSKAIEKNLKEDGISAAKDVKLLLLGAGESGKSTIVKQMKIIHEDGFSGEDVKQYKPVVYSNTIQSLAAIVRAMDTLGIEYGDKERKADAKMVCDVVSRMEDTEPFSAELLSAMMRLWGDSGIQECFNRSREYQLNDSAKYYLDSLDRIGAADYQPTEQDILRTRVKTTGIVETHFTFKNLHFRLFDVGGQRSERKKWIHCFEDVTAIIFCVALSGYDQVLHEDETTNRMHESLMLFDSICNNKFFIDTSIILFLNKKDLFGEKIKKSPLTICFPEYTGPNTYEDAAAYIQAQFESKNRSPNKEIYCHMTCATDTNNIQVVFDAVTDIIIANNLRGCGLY
Bim-Bcl-2: human Bim-Bcl-2 interaction inhibition | inhibition, % at 10 µM | P10415 | AID 950 | 190,000 tested, 0.06% active | Bead-based flow cytometry, Bim peptide-Bcl-2 binding; in the data active = inhibition above about 40%;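 note: 0% = no compound wells with probe peptide and 100% = reference peptide inhibitor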
Target sequence (P10415 whole entry, looked up): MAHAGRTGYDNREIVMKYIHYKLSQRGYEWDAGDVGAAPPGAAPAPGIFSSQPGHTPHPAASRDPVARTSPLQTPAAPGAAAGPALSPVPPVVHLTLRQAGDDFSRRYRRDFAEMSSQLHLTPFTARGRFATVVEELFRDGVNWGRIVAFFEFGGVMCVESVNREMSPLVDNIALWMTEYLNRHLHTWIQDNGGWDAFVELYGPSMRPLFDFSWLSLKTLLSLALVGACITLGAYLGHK
RGS7-Gao reg: modulates binding of RGS7 to human Galphao; P09471; Multiplexed bead flow cytometry; actives lie on both sides; binding response (% of control), % at 10 µM; 220,000 tested, 0.35% active; in the data active = binding response below about 49% or above about 150%;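 note: fluorescent Galphao held in activated GDP-AlF4 state binding bead-coupled RGS7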
Bcl-W Bim block: disrupts Bim peptide binding to human Bcl-W; Q92843; bead-based flow cytometry; inhibition, % at 10 µM; 190,000 tested, 0.02% active;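 note: 0% = bound tracer without compound and 100% = peptide blocker; higher means less fluorescent Bim peptide bound to Bcl-W beads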
Target sequence (Q92843 whole entry, looked up): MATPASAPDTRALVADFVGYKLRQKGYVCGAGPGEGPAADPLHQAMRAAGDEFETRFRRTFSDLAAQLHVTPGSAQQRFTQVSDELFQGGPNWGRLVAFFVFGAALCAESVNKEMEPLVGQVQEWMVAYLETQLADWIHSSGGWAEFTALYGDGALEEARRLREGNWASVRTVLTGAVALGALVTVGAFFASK
Bcl-XL Bim block: human Bim-Bcl-XL interaction inhibition | Q07817 | Bim peptide-Bcl-XL binding, bead flow cytometry, fluorescence | inhibition, % at 10 µM | 190,000 tested, 0.04% active | AID 1007
Target sequence (Q07817 whole entry, looked up): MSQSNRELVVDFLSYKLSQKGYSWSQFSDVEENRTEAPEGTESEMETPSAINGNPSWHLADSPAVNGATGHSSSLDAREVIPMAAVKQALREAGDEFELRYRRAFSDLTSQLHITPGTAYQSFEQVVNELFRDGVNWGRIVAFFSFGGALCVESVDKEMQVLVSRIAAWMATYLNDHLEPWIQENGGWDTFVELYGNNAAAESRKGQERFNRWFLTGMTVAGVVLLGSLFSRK
RGS8-Gao reg: human RGS8-Galphao interaction regulation. P09471. multiplexed bead flow cytometry, RGS8-Galphao binding; actives lie on both sides. response (percent of control binding), % at 10 µM. 220,000 tested, 0.34% active; in the data active = response below about 60% or above about 140%; inactive = in between;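 note: Galphao activated as the GDP aluminium fluoride complex binding bead-coupled RGS8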
An asterisk follows results filed as active. Cut-off read from the data, not from the text of the source, unless noted: active = inhibition above about 40%. Outcome played no part in choosing rows. About 1.8% of those tested had a hit in this group.

Screening O=C(Cc1ccc(S(=O)(=O)N2CCCCC2)s1)Nc1cccc2ccccc12 returned Bcl-B Bim block -3, Bim-Bfl-1 -2, Mcl1 Bid PPI -70, Mcl-1 Bim block 0, GSH fluor 13, RGS4-Gao reg 103, Bim-Bcl-2 0, RGS7-Gao reg 100, Bcl-W Bim block -3, Bcl-XL Bim block -3 and RGS8-Gao reg 103.
`CCOc1cc(/C=C/c2nc3ccccc3s2)ccc1OCC(=O)N1CCOCC1` gave Bcl-B Bim block -7, Bim-Bfl-1 -6, Mcl1 Bid PPI 20, Mcl-1 Bim block -7, GSH fluor 8, RGS4-Gao reg 99, Bim-Bcl-2 -5, RGS7-Gao reg 100, Bcl-W Bim block -3, Bcl-XL Bim block -5 and RGS8-Gao reg 97.
c1ncn(C23CC4CC(CC(C4)C2)C3)n1 was read as Bcl-B Bim block -1, Bim-Bfl-1 2, Mcl1 Bid PPI 2, Mcl-1 Bim block 1, GSH fluor 26, RGS4-Gao reg 106, Bim-Bcl-2 1, RGS7-Gao reg 103, Bcl-W Bim block 3, Bcl-XL Bim block 0 and RGS8-Gao reg 107.
For CC(=O)Nc1ccc(Cl)cc1C1COC(=O)C1=N (configuration not stated) the results were Bcl-B Bim block -3, Bim-Bfl-1 -2, Mcl1 Bid PPI -54, Mcl-1 Bim block -3, GSH fluor 10, RGS4-Gao reg 98, Bim-Bcl-2 1, RGS7-Gao reg 97, Bcl-W Bim block -3, Bcl-XL Bim block -3 and RGS8-Gao reg 103.
For O=C(Oc1cccc(NC(=O)c2cccs2)c1)c1cccc(S(=O)(=O)N2CCCC2)c1 the results were Bcl-B Bim block 0, Bim-Bfl-1 0, Mcl1 Bid PPI -27, Mcl-1 Bim block -1, GSH fluor 8, RGS4-Gao reg 104, Bim-Bcl-2 -4, RGS7-Gao reg 99, Bcl-W Bim block 1, Bcl-XL Bim block 0 and RGS8-Gao reg 101.
For CCN1C(=O)C(C(=O)c2ccccc2)SC1=S (configuration not stated) the results were Bcl-B Bim block -10, Bim-Bfl-1 -4, Mcl1 Bid PPI -35, Mcl-1 Bim block -2, GSH fluor 15, RGS4-Gao reg 103, Bim-Bcl-2 -5, RGS7-Gao reg 102, Bcl-W Bim block -2, Bcl-XL Bim block -5 and RGS8-Gao reg 104.
For Cc1cc(Nc2ccccc2F)n2ncnc2n1 the results were Bcl-B Bim block -6, Bim-Bfl-1 -3, Mcl1 Bid PPI 3, Mcl-1 Bim block -8, GSH fluor 14, RGS4-Gao reg 101, Bim-Bcl-2 -5, RGS7-Gao reg 102, Bcl-W Bim block -7, Bcl-XL Bim block -9 and RGS8-Gao reg 103.
For COc1ccccc1NC(=S)NC(NC(=O)C(C)C)C(Cl)(Cl)Cl (configuration not stated) the results were Bcl-B Bim block -3, Bim-Bfl-1 2, Mcl1 Bid PPI -36, Mcl-1 Bim block -2, GSH fluor 13, RGS4-Gao reg 100, Bim-Bcl-2 -5, RGS7-Gao reg 100, Bcl-W Bim block 2, Bcl-XL Bim block -1 and RGS8-Gao reg 94.
For Cc1ccc(S(=O)(=O)N(c2ccccc2)C2CCS(=O)(=O)C2)cc1 (configuration not stated) the results were Bcl-B Bim block -12, Bim-Bfl-1 -13, Mcl1 Bid PPI -30, Mcl-1 Bim block -4, GSH fluor 13, RGS4-Gao reg 101, Bim-Bcl-2 -15, RGS7-Gao reg 101, Bcl-W Bim block 4, Bcl-XL Bim block -3 and RGS8-Gao reg 99.
For CCOc1cc(N2CCOCC2)c(OCC)cc1NC(=O)COC(=O)CCc1c[nH]c2ccccc12 the results were Bcl-B Bim block 0, Bim-Bfl-1 1, Mcl1 Bid PPI -37, Mcl-1 Bim block -1, GSH fluor 21, RGS4-Gao reg 98, Bim-Bcl-2 -1, RGS7-Gao reg 98, Bcl-W Bim block 0, Bcl-XL Bim block -5 and RGS8-Gao reg 95.
Screening O=C(NCCC1=CCCCC1)C1CCN(S(=O)(=O)c2cccc3nsnc23)CC1 returned Bcl-B Bim block -3, Bim-Bfl-1 0, Mcl1 Bid PPI -19, Mcl-1 Bim block -1, GSH fluor 63, RGS4-Gao reg 103, Bim-Bcl-2 0, RGS7-Gao reg 102, Bcl-W Bim block -1, Bcl-XL Bim block 0 and RGS8-Gao reg 101.
Screening Cc1cc(=O)n2[nH]c(NCc3c(F)cccc3Cl)nc2n1 returned Bcl-B Bim block 0, Bim-Bfl-1 -2, Mcl1 Bid PPI -10, Mcl-1 Bim block 1, GSH fluor 23, RGS4-Gao reg 103, Bim-Bcl-2 0, RGS7-Gao reg 99, Bcl-W Bim block 4, Bcl-XL Bim block 0 and RGS8-Gao reg 103.
For COc1ccccc1N1CCN(C(=O)c2cc(-c3ccc(Cl)cc3)on2)CC1 the results were Bcl-B Bim block -11, Bim-Bfl-1 -17, Mcl1 Bid PPI 2, Mcl-1 Bim block -8, GSH fluor 23, RGS4-Gao reg 100, Bim-Bcl-2 -15, RGS7-Gao reg 99, Bcl-W Bim block -2, Bcl-XL Bim block -6 and RGS8-Gao reg 100.
Cc1nnc(SCC(=O)Nc2ncc(Cl)cc2Cl)n1Cc1ccccc1 was read as Bcl-B Bim block -10, Bim-Bfl-1 -16, Mcl1 Bid PPI -31, Mcl-1 Bim block -3, GSH fluor 38, RGS4-Gao reg 101, Bim-Bcl-2 -13, RGS7-Gao reg 100, Bcl-W Bim block -1, Bcl-XL Bim block -1 and RGS8-Gao reg 101.
For Cc1ccccc1NC(=O)CN1C(=O)N/C(=C\c2cccn2-c2cccc(C(=O)O)c2)C1=O the results were Bcl-B Bim block 0, Bim-Bfl-1 -3, Mcl1 Bid PPI -167, Mcl-1 Bim block 0, GSH fluor 17, RGS4-Gao reg 99, Bim-Bcl-2 0, RGS7-Gao reg 98, Bcl-W Bim block 1, Bcl-XL Bim block 1 and RGS8-Gao reg 100.
`CCS(=O)(=O)Nc1cccc(C2=NN(C(C)=O)C(c3cccs3)C2)c1` (configuration not stated) gave Bcl-B Bim block -4, Bim-Bfl-1 -6, Mcl1 Bid PPI -32, Mcl-1 Bim block -1, GSH fluor 17, RGS4-Gao reg 103, Bim-Bcl-2 -5, RGS7-Gao reg 103, Bcl-W Bim block -3, Bcl-XL Bim block -3 and RGS8-Gao reg 105.
For CCN(CC)S(=O)(=O)c1ccc2[nH]cc(C(=O)NCCCN3CCCCC3)c(=O)c2c1 the results were Bcl-B Bim block -1, Bim-Bfl-1 0, Mcl1 Bid PPI 8, Mcl-1 Bim block 0, GSH fluor 24, RGS4-Gao reg 109, Bim-Bcl-2 3, RGS7-Gao reg 107, Bcl-W Bim block 0, Bcl-XL Bim block -5 and RGS8-Gao reg 99.
Screening COCCCN1CCN(C2Cc3ccccc3Sc3ccc(Cl)cc32)CC1 (configuration not stated) returned Bcl-B Bim block -9, Bim-Bfl-1 -4, Mcl1 Bid PPI -11, Mcl-1 Bim block -5, GSH fluor 10, RGS4-Gao reg 102, Bim-Bcl-2 -5, RGS7-Gao reg 102, Bcl-W Bim block -7, Bcl-XL Bim block -9 and RGS8-Gao reg 106.
Screening COc1ccc(C(=O)NCC(=O)OCC(=O)Nc2c(C)n(C)n(-c3ccccc3)c2=O)cc1 returned Bcl-B Bim block -2, Bim-Bfl-1 0, Mcl1 Bid PPI -40, Mcl-1 Bim block 0, GSH fluor 14, RGS4-Gao reg 101, Bim-Bcl-2 1, RGS7-Gao reg 103, Bcl-W Bim block 0, Bcl-XL Bim block 0 and RGS8-Gao reg 101.
Screening COc1cccc(/C(C)=N/NC(=O)c2cc(-c3cccnc3)nc3ccccc23)c1 returned Bcl-B Bim block -5, Bim-Bfl-1 -8, Mcl1 Bid PPI -13, Mcl-1 Bim block 0, GSH fluor 9, RGS4-Gao reg 106, Bim-Bcl-2 -6, RGS7-Gao reg 101, Bcl-W Bim block -1, Bcl-XL Bim block -5 and RGS8-Gao reg 100.
Screening CCc1cc(C(=O)NNC(=S)Nc2ccccc2C)cs1 returned Bcl-B Bim block -21, Bim-Bfl-1 -15, Mcl1 Bid PPI -42, Mcl-1 Bim block -16, GSH fluor 30, RGS4-Gao reg 93, Bim-Bcl-2 -16, RGS7-Gao reg 96, Bcl-W Bim block -15, Bcl-XL Bim block -12 and RGS8-Gao reg 100.
`COc1ccc(C)cc1S(=O)(=O)Nc1cccc(C)c1` gave Bcl-B Bim block -3, Bim-Bfl-1 -7, Mcl1 Bid PPI -15, Mcl-1 Bim block -3, GSH fluor 25, RGS4-Gao reg 107, Bim-Bcl-2 -2, RGS7-Gao reg 99, Bcl-W Bim block -1, Bcl-XL Bim block -4 and RGS8-Gao reg 108.
For CCOC(=O)c1sc(NC(=O)CN2CCCC2)c(C(=O)OCC)c1C the results were Bcl-B Bim block 0, Bim-Bfl-1 0, Mcl1 Bid PPI 2, Mcl-1 Bim block 2, GSH fluor 17, RGS4-Gao reg 97, Bim-Bcl-2 -3, RGS7-Gao reg 96, Bcl-W Bim block -1, Bcl-XL Bim block 0 and RGS8-Gao reg 98.
C=C1N(C)c2cc([N+](=O)[O-])c(N)cc2C1(C)C was read as Bcl-B Bim block 0, Bim-Bfl-1 16, Mcl1 Bid PPI -31, Mcl-1 Bim block 1, GSH fluor 12, RGS4-Gao reg 103, Bim-Bcl-2 7, RGS7-Gao reg 99, Bcl-W Bim block 14, Bcl-XL Bim block 0 and RGS8-Gao reg 99.
CCCCCCNC(=O)Cc1nc2nc(C)cc(C)n2n1 was read as Bcl-B Bim block -5, Bim-Bfl-1 -2, Mcl1 Bid PPI -8, Mcl-1 Bim block -4, GSH fluor 10, RGS4-Gao reg 89, Bim-Bcl-2 -1, RGS7-Gao reg 96, Bcl-W Bim block -3, Bcl-XL Bim block -5 and RGS8-Gao reg 94.
For Cc1ccc(-n2ncc3c(NCCCN4CCCC4=O)ncnc32)c(C)c1 the results were Bcl-B Bim block -3, Bim-Bfl-1 -1, Mcl1 Bid PPI -1, Mcl-1 Bim block 5, GSH fluor 20, RGS4-Gao reg 103, Bim-Bcl-2 2, RGS7-Gao reg 106, Bcl-W Bim block 0, Bcl-XL Bim block -3 and RGS8-Gao reg 104.
`O=C(NCc1ccccc1)NC1(C(=O)N2CCCC2)CCCCC1` gave Bcl-B Bim block -7, Bim-Bfl-1 -12, Mcl1 Bid PPI -38, Mcl-1 Bim block 0, GSH fluor 26, RGS4-Gao reg 102, Bim-Bcl-2 -4, RGS7-Gao reg 102, Bcl-W Bim block -2, Bcl-XL Bim block -5 and RGS8-Gao reg 100.
For COc1cc(OC)cc(C(=O)NCC(=O)OCC(=O)c2ccc3c(c2)-c2ccccc2C3)c1 the results were Bcl-B Bim block -3, Bim-Bfl-1 -3, Mcl1 Bid PPI -35, Mcl-1 Bim block -4, GSH fluor 12, RGS4-Gao reg 99, Bim-Bcl-2 -6, RGS7-Gao reg 100, Bcl-W Bim block -3, Bcl-XL Bim block -3 and RGS8-Gao reg 101.

As a working copy, part of the list above:
Screening CCc1cc(C(=O)NNC(=S)Nc2ccccc2C)cs1 returned Bcl-B Bim block -21, Bim-Bfl-1 -15, Mcl1 Bid PPI -42, Mcl-1 Bim block -16, GSH fluor 30, RGS4-Gao reg 93, Bim-Bcl-2 -16, RGS7-Gao reg 96, Bcl-W Bim block -15, Bcl-XL Bim block -12 and RGS8-Gao reg 100.
`COc1ccc(C)cc1S(=O)(=O)Nc1cccc(C)c1` gave Bcl-B Bim block -3, Bim-Bfl-1 -7, Mcl1 Bid PPI -15, Mcl-1 Bim block -3, GSH fluor 25, RGS4-Gao reg 107, Bim-Bcl-2 -2, RGS7-Gao reg 99, Bcl-W Bim block -1, Bcl-XL Bim block -4 and RGS8-Gao reg 108.
